Assay outcomes deposited in PubChem BioAssay by several laboratories.
TLR4-MyD88 BLA – TLR4-MyD88 interaction inhibition in cells; O00206+Q99836; HeLa CL3-4 TLR4/MyD88 BLA complementation, FRET ratio; inhibition, % at 8.4 µM; 200,000 compounds, 0.18% hits; AID 861; in the data active = inhibition above about 25%;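 also: 0% = vehicle and 100% = reference inhibitor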
Target sequence (O00206 whole entry, looked up): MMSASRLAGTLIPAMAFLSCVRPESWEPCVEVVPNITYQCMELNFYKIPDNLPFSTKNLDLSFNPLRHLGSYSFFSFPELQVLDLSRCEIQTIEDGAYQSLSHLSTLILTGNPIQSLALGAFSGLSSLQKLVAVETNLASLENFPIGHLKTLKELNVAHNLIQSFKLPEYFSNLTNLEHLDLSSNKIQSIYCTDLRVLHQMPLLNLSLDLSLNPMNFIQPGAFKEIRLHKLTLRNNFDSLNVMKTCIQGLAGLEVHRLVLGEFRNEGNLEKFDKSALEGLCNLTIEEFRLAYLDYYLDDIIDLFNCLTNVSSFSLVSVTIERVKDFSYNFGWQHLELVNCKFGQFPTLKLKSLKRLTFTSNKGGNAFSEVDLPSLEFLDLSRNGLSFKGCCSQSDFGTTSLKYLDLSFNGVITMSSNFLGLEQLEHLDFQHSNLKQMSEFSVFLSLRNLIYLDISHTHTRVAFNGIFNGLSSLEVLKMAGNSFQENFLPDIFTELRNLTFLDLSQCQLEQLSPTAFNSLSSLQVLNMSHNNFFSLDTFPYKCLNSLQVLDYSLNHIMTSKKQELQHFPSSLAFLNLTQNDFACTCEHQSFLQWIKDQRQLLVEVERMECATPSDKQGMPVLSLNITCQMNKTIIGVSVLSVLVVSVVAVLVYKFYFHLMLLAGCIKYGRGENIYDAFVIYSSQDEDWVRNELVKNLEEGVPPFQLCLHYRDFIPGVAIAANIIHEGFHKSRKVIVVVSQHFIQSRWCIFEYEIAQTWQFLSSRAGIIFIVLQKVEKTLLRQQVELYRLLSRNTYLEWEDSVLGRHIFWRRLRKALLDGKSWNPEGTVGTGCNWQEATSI
Target sequence (Q99836 whole entry, looked up): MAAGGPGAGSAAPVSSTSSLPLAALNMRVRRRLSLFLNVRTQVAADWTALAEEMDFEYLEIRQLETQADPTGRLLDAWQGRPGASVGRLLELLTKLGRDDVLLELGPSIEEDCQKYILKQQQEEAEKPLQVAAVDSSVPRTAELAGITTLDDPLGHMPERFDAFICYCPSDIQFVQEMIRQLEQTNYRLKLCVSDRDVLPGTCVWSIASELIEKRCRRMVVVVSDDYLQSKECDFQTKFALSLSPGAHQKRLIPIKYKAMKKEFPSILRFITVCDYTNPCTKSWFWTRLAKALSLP
Diaphorase inh – inhibits diaphorase or chemically oxidizes, flagging diaphorase assay artifacts | diaphorase resazurin-to-resorufin fluorescence, NADH, 16 min; bacterial (C. kluyveri) enzyme, not human | inhibition, % at 20 µM | 190,000 compounds, 0.69% hits;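 active = primary screen inhibition at 20 µM above a set limit, cut at about 50% in these data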;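 also: plate controls were DMSO with full reaction for no effect and wells lacking NADH for full effect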
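Test system: diaphorase enzyme from Clostridium kluyveri; amount: diaphorase at 0.14 U/mL in enzyme working solution; detection: fluorescence of resorufin formed from resazurin, Ex 544/Em 590 nm; times: reaction incubation of 16 min at room temperature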
RAM network inh – inhibitors of the yeast RAM network; AID 868; 190,000 compounds, 1.8% hits; S. cerevisiae dse1pr::URA3 reporter, 5-FOA growth OD615, 2 d; analog-sensitive cbk1-as2 kinase mutant strain; inhibition, % at 50 µM;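 active = inhibition above a set limit, 3 SD over mean compound inhibition, cut at about 8.4% in these data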;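 also: 0% = DMSO-only wells with no growth and 100% = 10 µM 1-NA-PP1 full growth; inhibition rescues growth on 5-FOA so higher OD means more RAM inhibition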
PMI act hi M6P – PMI (human) activation, high substrate. coupled PMI enzyme assay, resazurin fluorescence, 20 min; stronger effect = higher value; 1 = untreated enzyme, 0 = substrate-free blank. activation factor at 20 µM. 190,000 compounds, 0.34% hits. P34949;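 active = activation factor of 2 or more at 20 µM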
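Test system: human PMI in coupled enzyme assay; Input: PMI at 15 ng/mL final; Medium: HEPES buffer, pH 7.4; Schedule: 20 min incubation at room temperature; Technique: resorufin fluorescence at Ex 544/Em 590 nm; Compound: 20 µM single dose; Probe or stimulus: Near-saturating mannose-6-phosphate, 1.0 mM.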
Hsp70 act – transcriptional activators of Hsp70; HeLa Hsp70 promoter luciferase reporter, luminescence; scaled: vehicle 0, proteasome-inhibitor control 100%; activation, % at 10 µM; 200,000 compounds, 0.04% hits;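 active = activation above the mean across all tested compounds plus 3 SD, cutoff set per campaign, cut at about 5.5% in these data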;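 also: 100% = MG132 at 30 µM as the positive control and 0% = DMSO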
G6PDH counter – L. mesenteroides G6PDH inhibition counter-screen. Purified L. mesenteroides G6PDH, diaphorase/resazurin coupled fluorescence, 45 min. inhibition, % at 5 µM. 200,000 compounds, 0.12% hits. AID 1020
DTT redox prof – compounds producing H2O2 with reducing agent – biochemical, NIH compound library profiling, artefact control for MLSCN library redox annotation, primary screen; 200,000 compounds, 0.03% hits; activation, % at 10 µM; DTT-dependent redox cycling H2O2, phenol red/HRP absorbance; 100% = 100 µM peroxide control, 0% = buffer; AID 878;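 active = activation of at least 50% relative to the plate's high and low controls in the primary single-dose screen; inactive = activation below 50%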;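 also: compound incubated with DTT at 0.8 mM final as the reducing agent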
PMI act – increases human mannose-6-phosphate isomerase activity. activation factor at 20 µM. purified human PMI, coupled resazurin fluorescence, 20 min; stronger effect = higher value; 1 = vehicle control, 0 substrate-free wells. P34949. 190,000 compounds, 0.005% hits. AID 1214;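 active = activation factor of 2 or more at 20 µM, relative to plate controls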
S1P3 antag – blocks the human S1P3 receptor | CHO S1P3 NFAT-BLA reporter, FRET fluorescence, antagonist mode | inhibition, % at 4.98 µM | 170,000 compounds, 0.27% hits | AID 485 | Q99500;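 active = inhibition above the plate cutoff, the mean inhibition of test wells on that plate plus 3 SD, cut at about 28% in these data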;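 also: cells challenged with S1P at its EC80 of 0.8 µM; blue over green emission ratio from cleaved BLA substrate after 4 h stimulation; 0% = S1P-stimulated wells and 100% = unstimulated DMSO-only wells; some compounds past the cut are filed as inactive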
Diaph act CS – diaphorase activation or chemical reduction counter-screen | Diaphorase/resazurin coupled assay, resorufin fluorescence, 16 min; stronger effect = higher value; 1 = vehicle wells, 0 = NADH-free wells | activation factor at 20 µM | 190,000 compounds, 0.005% hits;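 active = diaphorase activity raised at least twofold by the compound at 20 µM; inactive = activation factor below 2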
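Material: bacterial diaphorase enzyme (C. kluyveri); amount: enzyme 0.07 U/mL final; reagent: NADH substrate 0.114 mM plus resazurin dye 0.1 mM, final; doses: single compound dose of 20 µM, 1% DMSO final; timing: 16 min enzyme reaction, ambient temperature; measured by: fluorescence of resorufin, 544 nm excitation, 590 nm emission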
L major viab – Leishmania major promastigote growth inhibition; Leishmania major promastigotes, resazurin fluorescence viability; inhibition, % at 10 µM; 200,000 compounds, 9% hits; AID 1063;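 also: promastigotes grown with compound for 44 hours at 28 °C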
Starred values were filed as active, the others as inactive; . = not tested or not shown. Rule as the data show it, unless noted: active = inhibition above about 50%; inactive = the rest.

A first look (2 entries):
smiles	DTT redox prof	RAM network inh	S1P3 antag	L major viab	Hsp70 act	PMI act hi M6P	TLR4-MyD88 BLA	Diaphorase inh	PMI act	G6PDH counter	Diaph act CS
COc1cccc(NC(=O)CSc2nncn2-c2ccccn2)c1	2.1	1.2	15	-1	-0.2	1	-7	10	1	15	0.9
O=C(O)c1ccc2c(c1)-c1nc3ccccc3n1C2=O	8.1	2.1	.	-4	-0.4	1	5	14	0.9	7	0.9

This part in full, repeating the preview:
smiles	DTT redox prof	RAM network inh	S1P3 antag	L major viab	Hsp70 act	PMI act hi M6P	TLR4-MyD88 BLA	Diaphorase inh	PMI act	G6PDH counter	Diaph act CS
COc1cccc(NC(=O)CSc2nncn2-c2ccccn2)c1	2.1	1.2	15	-1	-0.2	1	-7	10	1	15	0.9
O=C(O)c1ccc2c(c1)-c1nc3ccccc3n1C2=O	8.1	2.1	.	-4	-0.4	1	5	14	0.9	7	0.9
CCOC(=O)c1c(NC(=O)CCC(=O)O)sc2c1CC(C)(C)OC2	-0.7	0.1	2	3	-0.2	1	7	0	1	23	1
CCC(C)NC(=S)Nc1ccc2nc(N3CCN(CC)CC3)cc(C)c2c1 (stereo unspecified)	-1.1	0.9	-9	94*	-0.2	1	4	-3	1	2	1
O=C(c1ccc(COCC(F)(F)F)o1)N1CCCCCC1	1.7	-0.5	-54	-5	-0.1	1	-2	12	1	2	0.9
CN1CCN(C(=S)C(=O)Nc2ccccc2)CC1	0.9	1.9	-3	5	-0.1	1.1	-1	-11	1	6	1.1
CCOC(=O)c1nnc(-c2ccc(C)cc2)nc1Oc1ccccc1Cl	2.1	0.9	.	-3	-0.2	0.9	13	15	0.9	-27	0.9
CCOc1ccc(NC(=O)Cn2nnc(C(=O)NCc3ccccc3OC)c2N)cc1	1.2	9.9*	-22	-4	0.2	1.1	1	6	1.1	2	0.9
Cc1cc(N2CCN(C(=O)c3ccco3)CC2)n2nc(-c3cccc(F)c3)cc2n1	-0.2	0.8	14	14	0.2	1.6	-1	21	1.4	4	0.8
Cc1nn(C)c(C)c1Nc1ccc(N2C(=O)C3CC=CCC3C2=O)cc1[N+](=O)[O-] (stereo unspecified)	1.3	0.8	1	2	0.1	1	-2	8	1.1	10	0.9
O=C(/C=C/c1ccccc1F)c1cccc([N+](=O)[O-])c1	-0.2	0.4	-3	29	-0.3	0.9	13	13	0.9	-1	0.9
CCc1ccccc1NC(=O)c1cnc2scc(C)n2c1=O	0.2	1.8	-32	16	-0.3	1	0	4	1	5	1
Cc1ccc(C(C(=O)NC2CCCC2)N(Cc2ccc3c(c2)OCO3)C(=O)Cc2cccs2)cc1 (stereo unspecified)	2.3	1.2	.	43	-0.4	0.8	5	5	1	7	1
CCC(C)NC(=O)c1cc(OC)c(OC)c(OC)c1 (stereo unspecified)	0.5	2.4	-58	-6	-0.1	0.9	-6	13	1	5	0.9
Cc1ccc(-c2noc(CCC(=O)NCCN3CCN(Cc4ccccc4)CC3)n2)cc1	0.4	0.6	-2	-4	0.2	0.9	1	15	1.1	4	0.9
O=C(CCCN1CCC(c2ccccc2)C1)c1ccc2c(c1)OCCO2 (stereo unspecified)	1.1	0.4	-28	95*	0.1	1	5	11	1.2	3	0.9
O=C(NCc1ccccn1)C1CCN(S(=O)(=O)c2ccccc2)CC1	-0.5	-0.5	.	-3	-0.1	0.9	-2	13	1	3	0.9
CCn1cc(C(=O)NCc2ccco2)c(=O)c2cc(S(=O)(=O)N3CCC(C)CC3)ccc21	1.6	4.4	8	21	-0.3	1	-9	5	1	10	0.9
O=C(CC1SC(=Nc2ccc(OC(F)F)cc2)N(CCN2CCOCC2)C1=O)Nc1ccc(F)cc1F (stereo unspecified)	-2.0	0.2	2	62*	-0.3	1	-5	13	0.9	10	0.9
COc1ccc(CNC(=O)COC(=O)c2c[nH]c(=O)[nH]c2=O)cc1OC	0.8	-0.2	-30	-10	-0.4	0.7	6	37	0.9	6	0.6
CCC1CCCCN1C(=O)CSc1nnc(-c2ccc(Cl)s2)o1 (stereo unspecified)	1.7	3.7	-15	7	0.1	1.1	-5	0	1.1	1	1
CS(=O)(=O)N1CCC(C(=O)N2CCN(c3ccccc3)CC2)CC1	-0.6	2.4	-22	-3	-0.3	1.1	2	6	1.1	0	0.9
Cc1cc(C)nc(NS(=O)(=O)c2ccc(N3Cc4ccccc4C3=O)cc2)n1	-0.2	1.3	8	-5	0.0	1	7	15	1	4	0.8
Cc1ccc2cc(CN(CC3CCCO3)S(=O)(=O)c3ccccc3)c3nnnn3c2c1 (stereo unspecified)	-1.1	3.9	.	10	-0.4	1	-4	17	1	13	0.8
CC1CCN(CC(O)COc2ccc(F)cc2)CC1 (stereo unspecified)	-1.4	0.5	-3	30	-0.3	1.1	-8	6	1.1	12	0.9
CCOC(=O)c1c(NC(=O)C(=O)N/N=C/c2ccccc2O)sc2c1CCCCC2	0.6	3.6	-12	99*	-0.4	1.1	-10	-2	1	-7	1
Cc1noc(NS(=O)(=O)c2ccc(N/C=C\C(=O)c3ccc(F)cc3)cc2)c1C	-0.3	8.6*	-2	-8	-0.1	1	0	7	1.1	17	0.9
C=CCn1c(SCC)nc(O)cc1=O	1.3	0.3	.	-3	0.0	1	3	14	0.9	-4	0.9
Cc1cc(=O)c2c(O)c(O)ccc2o1	0.8	2.0	-9	1	-0.2	0.4	12	72*	0.2	50	0.3
COc1ccc(C(CNC(=O)c2ccc3c(c2)C(=O)N(CCC(C)C)C3=O)N2CCOCC2)cc1 (stereo unspecified)	1.0	1.6	18	-4	0.0	0.8	-7	21	1.1	2	0.8
O=C(Nc1nc(-c2ccccc2)nc2ccccc12)c1ccc(F)cc1	-1.9	1.6	-20	8	-0.2	1.1	-5	-3	1.1	0	1
CC(=O)c1c(OC(=O)c2ccc(C)cc2)c2ccccc2n1C	3.5	3.1	.	-5	-0.1	1	4	11	1	-1	0.9
COc1ccc(Cc2noc(CN3CCN(C4CCc5ccccc5C4)CC3)n2)cc1OC (stereo unspecified)	-0.8	0.5	17	8	-0.3	0.9	10	0	1	17	1
Cc1ccc(CN2CCN(CCCc3ccccc3)CC2CCO)cc1 (stereo unspecified)	-0.7	-0.6	5	87*	0.4	0.8	4	12	0.9	20	0.9
Fc1ccc(Nc2ncnc3sc4c(c23)CCC4)cc1	-0.4	0.4	.	17	-0.6	1.1	12	0	1	-25	1
COC(=O)c1ccc(COc2ccccc2/C=N/Nc2cccc(C(=O)O)c2)cc1	-0.3	1.4	-24	-9	0.2	0.9	8	30	1.3	9	0.7
Cc1ncoc1C(=O)N1CCCC(C(=O)c2ccc(-c3ccccc3)cc2)C1 (stereo unspecified)	-0.2	0.0	4	-7	-0.2	1.1	6	6	1	4	0.9
Cc1ccc(S(=O)(=O)N2CCCCC2)cc1NC(=O)Cn1ccc(C(F)(F)F)n1	-0.2	2.0	-6	4	-0.2	1	-4	3	1	2	1
Cc1cc(C)nc(SCc2nc3ccccc3n2C)n1	6.6	0.7	-26	1	-0.4	1	4	9	1	1	0.9
NS(=O)(=O)c1ccc(O)c(NC(=O)c2ccc([N+](=O)[O-])cc2)c1	0.2	1.9	-1	-5	0.0	0.9	1	10	1	-1	0.9
Cc1ccc[n+](CC(=O)Nc2cc(C(F)(F)F)ccc2Cl)c1	-1.0	1.7	.	-8	-0.1	1	-4	-3	1	8	1
CSC1=C(C#N)C(c2ccc(Cl)cc2)C2=C(CC(C)(C)CC2=O)N1 (stereo unspecified)	.	5.5	15	.	.	1.3	.	18	1.4	-2	0.8
C/C(=N\NS(C)(=O)=O)c1ccc(C)cc1	0.3	1.7	.	-2	-0.2	1	8	6	1	4	0.9
COc1ccc(N=C2NC(=O)/C(=C\c3ccco3)S2)cc1	-0.5	5.0	-1	9	-0.2	1.2	3	14	1.3	7	0.9
Cc1cc(C)c(C)c(OCC(=O)N2CCCCCC2)c1	-0.1	0.8	.	-1	-0.3	0.9	-5	17	0.9	-2	0.8
C=CCNC(=S)NNc1ncnc2sc3c(c12)CC(C)(C)OC3	-4.8	0.7	.	-3	-0.2	1	-6	14	0.9	1	0.9
O=C(/C=C/c1c(F)cccc1Cl)Nc1nc2ccccc2[nH]1	0.2	5.1	4	-3	-0.1	1	-25	16	0.9	-6	0.8
CCOC(=O)C1=C(N)Oc2cc(C)n(C)c(=O)c2C1c1ccncc1 (stereo unspecified)	-2.6	0.5	2	-6	0.2	0.9	5	12	0.9	-10	0.9
COc1cc(/C=C(\C#N)c2nc3ccc(C)cc3[nH]2)c([N+](=O)[O-])cc1OC	-6.9	-0.5	.	98*	-0.3	0.5	-2	29	0.8	0	0.7
Cc1cc(=O)[nH]c2c1c(C)nn2-c1ccccc1	-0.7	1.2	2	-9	0.2	0.9	-5	18	1	-2	0.8
COCCNc1nc2nonc2nc1N(C)Cc1cccc2cnccc12	-0.4	-0.8	-7	1	0.1	.	12	.	.	12	.
CC(C)N1C(=O)CCN(C=O)c2ccccc21	-2.1	1.1	1	2	0.0	1	-14	9	1	2	0.9
CC(=O)CCS(=O)(=O)c1ccc(C)c(C)c1	-0.5	0.0	-15	-3	-0.2	1.2	5	-8	1.1	2	1.1
CCCCNC(=O)COC(=O)c1ccc(NS(=O)(=O)c2ccc3c(c2)OCCO3)cc1	0.1	3.8	.	-6	-0.5	1	10	2	1.1	2	1
C=CCn1c(=NC(=O)c2cc(-c3cccs3)nc3ccccc23)sc2cc(S(N)(=O)=O)ccc21	0.2	6.9	-2	39	-0.2	1.2	-12	11	1.1	3	0.9
Cn1c(=O)cc(-c2ccccc2)c2ccccc21	2.0	3.5	-6	0	-0.2	1	-2	14	1	-21	0.9

An unsorted share of the library. Share with any hit: about 12%.
